NTR1 agonist – agonists of NTR1, primary screen, imaging, U2OS cells, beta-arrestin-GFP, high content (AID 493036) | P30989 | NTR1-U2OS beta-arrestin-GFP spot imaging, agonist mode | activation, % at 20 µM | actives 0.17% (n = 330,000);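 active = activation at or above 40% of the spot to cytoplasm intensity ratio, with at least 20 cells analyzed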;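 also: 0% = DMSO without peptide and 100% = 100 nM NTR1 peptide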
Target sequence (P30989 whole entry, looked up): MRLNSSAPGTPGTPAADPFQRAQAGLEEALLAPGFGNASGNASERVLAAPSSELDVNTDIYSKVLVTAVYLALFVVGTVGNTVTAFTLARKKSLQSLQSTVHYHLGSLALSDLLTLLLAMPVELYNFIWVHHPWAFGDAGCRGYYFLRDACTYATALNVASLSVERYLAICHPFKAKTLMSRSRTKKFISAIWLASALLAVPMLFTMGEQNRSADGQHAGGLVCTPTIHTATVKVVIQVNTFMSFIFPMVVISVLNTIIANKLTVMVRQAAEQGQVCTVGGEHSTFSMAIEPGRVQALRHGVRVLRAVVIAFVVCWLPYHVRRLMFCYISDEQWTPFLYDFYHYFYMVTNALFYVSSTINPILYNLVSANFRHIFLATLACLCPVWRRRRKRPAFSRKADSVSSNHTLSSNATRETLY
Rac1 GTP hydrolysis – MgcRacGAP GTPase-activating activity inhibitors, confirmation, biochemical, ADP Hunter fluorescence | MgcRacGAP-stimulated Rac1 GTP hydrolysis, ADP Hunter fluorescence; higher % means a stronger effect; GST-tagged Rac1 F28L mutant substrate | inhibition, % at 30 µM; hits with a dose series show IC50 in µM | actives 0.6% (n = 340,000);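 active = first-screen hits whose inhibition reached a set limit at any dose in the follow-up dose series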;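 also: fluorescence reports GDP produced by GAP-driven GTP hydrolysis; strong numbers were not always called active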
UTI89 phage lysis – inhibition of K1F phage lysis, E. coli UTI89, bacterial capsule biogenesis inhibitors, alamar blue (AID 488966) | inhibition, % at 100 µM; hits with a dose series show IC50 in µM | E. coli UTI89 K1F phage lysis, alamar blue, 2 h; higher % means a stronger effect | actives 0.02% (n = 340,000);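 active = phage lysis inhibition, versus mean bacterial control, above a set limit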;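 also: capsule biogenesis inhibitors block K1F phage lysis so surviving cells raise fluorescence; higher fluorescence means more inhibition of phage lysis; actives were called in the ten point dose series up to 300 µM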
NTR1 agonist cell count 20 µM – also measured in NTR1 agonist; calls as there; cell count; measured here: cell count, cytotoxicity flag
An asterisk follows results filed as active; [ ] = another dose, or the depositor's remark. Only part of the results is shown; the hit share may differ from the screen's.

Cc1ccc(Sc2ccc(NC(=O)CCN3C(=O)NC4(CCCC4)C3=O)cc2)c(C)c1 was read as NTR1 agonist 12, Rac1 GTP hydrolysis 5%, UTI89 phage lysis -1.1%[50 µM] and NTR1 agonist cell count 20 µM 81.
`COc1cc(OC)cc(-c2nnc(NC(=O)CCS(=O)(=O)c3ccccc3)o2)c1` gave NTR1 agonist 0.0, Rac1 GTP hydrolysis 6%, UTI89 phage lysis 0.8%[50 µM] and NTR1 agonist cell count 20 µM 59.
Screening COc1ccc(CNC(=O)c2ccc3c(=O)n4c(nc3c2)CCCCC4)cc1OC returned NTR1 agonist 1.1, Rac1 GTP hydrolysis 5%, UTI89 phage lysis 2.3%[50 µM] and NTR1 agonist cell count 20 µM 56.
For COc1ccc(NC(=O)C(C)(C)Oc2ccc(Cl)cc2)cn1 the results were NTR1 agonist -0.4, Rac1 GTP hydrolysis 5%, UTI89 phage lysis 0.9%[50 µM] and NTR1 agonist cell count 20 µM 59.
COCCNC(=O)c1cc(-c2ccccc2C)n(CC2CC(c3cccc([N+](=O)[O-])c3)=NO2)n1 (stereo not given) was read as NTR1 agonist -0.8, Rac1 GTP hydrolysis 7%, UTI89 phage lysis 0.3% and NTR1 agonist cell count 20 µM 56.
`O=c1c2c(-c3cccs3)csc2ncn1/N=C/c1ccccn1` gave NTR1 agonist 1.5, Rac1 GTP hydrolysis -2%, UTI89 phage lysis -1.6% and NTR1 agonist cell count 20 µM 36.
C[C@H](CO)N1C[C@H](C)[C@@H](CN(C)S(C)(=O)=O)Oc2c(NC(=O)C3CC3)cccc2C1=O was read as NTR1 agonist -1.7, Rac1 GTP hydrolysis 8%, UTI89 phage lysis 2.6% and NTR1 agonist cell count 20 µM 54.
For CCCN(CC(=O)Nc1cc(Cl)ccc1Cl)C(=O)c1ccc(N2CCCC2=O)cc1 the results were NTR1 agonist 1.5, Rac1 GTP hydrolysis 3%, UTI89 phage lysis 0.1%[50 µM] and NTR1 agonist cell count 20 µM 60.
Cn1nc(C(=O)NCc2cccc(F)c2)cc1C(=O)NCc1cccc(F)c1 was read as NTR1 agonist 0.9, Rac1 GTP hydrolysis 5%, UTI89 phage lysis -0.3%[50 µM] and NTR1 agonist cell count 20 µM 63.
Screening COc1ccc(CN2C(=O)C(CC(C)C)Nc3ncnc(N4CCCCC4)c32)cc1 (stereo not given) returned NTR1 agonist 2.0, Rac1 GTP hydrolysis 3%, UTI89 phage lysis 0.7% and NTR1 agonist cell count 20 µM 95.
COc1cc(-c2nnc(COC(=O)CSCC(=O)Nc3cc(C)on3)o2)cc(OC)c1OC was read as NTR1 agonist 0.7, Rac1 GTP hydrolysis 6%, UTI89 phage lysis 1.5%[50 µM] and NTR1 agonist cell count 20 µM 43.
For NS(=O)(=O)c1ccc(CCNC(=O)COC(=O)c2nc(Cl)ccc2Cl)cc1 the results were NTR1 agonist 3.6, Rac1 GTP hydrolysis 2%, UTI89 phage lysis 0.4%[50 µM] and NTR1 agonist cell count 20 µM 51.
`CC1CC1C(=O)OCC(=O)Nc1ncc(Cl)cc1Cl` (stereo not given) gave NTR1 agonist 0.0, Rac1 GTP hydrolysis 11%, UTI89 phage lysis 0.4%[50 µM] and NTR1 agonist cell count 20 µM 68.
`O=C(c1cc(S(=O)(=O)N2CCOCC2)ccc1Cl)N1CCCCC1CO` (stereo not given) gave NTR1 agonist 3.5, Rac1 GTP hydrolysis 1%, UTI89 phage lysis 11% and NTR1 agonist cell count 20 µM 41.
For NS(=O)(=O)c1cccc(NC(=O)COC(=O)CNC(=O)c2ccc(-c3ccccc3)cc2)c1 the results were NTR1 agonist -1.4, Rac1 GTP hydrolysis 7%, UTI89 phage lysis 0.0%[50 µM] and NTR1 agonist cell count 20 µM 48.
For CC1CCCC(NC(=O)COC(=O)c2ccc([N+](=O)[O-])s2)C1C (stereo not given) the results were NTR1 agonist 0.2, Rac1 GTP hydrolysis 8%, UTI89 phage lysis -1.0%[50 µM] and NTR1 agonist cell count 20 µM 68.
`Cc1cc(S(=O)(=O)c2ccc([N+](=O)[O-])cn2)ccc1Br` gave NTR1 agonist 4.2, Rac1 GTP hydrolysis 11%, UTI89 phage lysis 0.4% and NTR1 agonist cell count 20 µM 38.
CCC[C@@H](CN1CCC[C@H]1CN1C(N)=NC[C@@H]1Cc1ccccc1)N1C[C@@H](Cc2ccccc2)N(CCc2ccc(Cl)c(Cl)c2)C1=N was read as NTR1 agonist 3.3, Rac1 GTP hydrolysis 15%, UTI89 phage lysis 1.4% and NTR1 agonist cell count 20 µM 49.
For CCN1CCN(c2ccc(S(=O)(=O)N3CCOCC3)cc2NC(=O)c2cc(Cl)nc3ccccc23)CC1 the results were NTR1 agonist 2.1, Rac1 GTP hydrolysis 4%, UTI89 phage lysis 1.1%[50 µM] and NTR1 agonist cell count 20 µM 64.
`CCCC(=O)Nc1ccc(C(=O)COC(=O)c2cc(C)oc2C)cc1` gave NTR1 agonist 0.0, Rac1 GTP hydrolysis 3%, UTI89 phage lysis 1.0%[50 µM] and NTR1 agonist cell count 20 µM 51.
For CC1CCC(NC(=O)CN2CCN(S(=O)(=O)c3cccs3)CC2)CC1 (stereo not given) the results were NTR1 agonist -0.5, Rac1 GTP hydrolysis 4%, UTI89 phage lysis 4.4% and NTR1 agonist cell count 20 µM 48.
For C=CCNc1nc(C(=O)OCC(=O)Nc2cccc(SC)c2)cs1 the results were NTR1 agonist 1.6, Rac1 GTP hydrolysis 1%, UTI89 phage lysis 0.4%[50 µM] and NTR1 agonist cell count 20 µM 79.
Cc1ccc(-c2cc(C(=O)NNC(=O)c3csc(N4CCOCC4)n3)c3ccccc3n2)cc1 was read as NTR1 agonist 0.1, Rac1 GTP hydrolysis -6%, UTI89 phage lysis 1.5%[50 µM] and NTR1 agonist cell count 20 µM 55.
`O=C1[C@@H](Oc2ccccc2)[C@@H](c2ccncc2)N1c1ccccc1` gave NTR1 agonist 4.5, Rac1 GTP hydrolysis 8%, UTI89 phage lysis 0.2% and NTR1 agonist cell count 20 µM 63.

Molecules listed so far containing an aryl thioether with sulfur outside any ring, in the order listed:
Cc1ccc(Sc2ccc(NC(=O)CCN3C(=O)NC4(CCCC4)C3=O)cc2)c(C)c1 was read as NTR1 agonist 12, Rac1 GTP hydrolysis 5%, UTI89 phage lysis -1.1%[50 µM] and NTR1 agonist cell count 20 µM 81.
For C=CCNc1nc(C(=O)OCC(=O)Nc2cccc(SC)c2)cs1 the results were NTR1 agonist 1.6, Rac1 GTP hydrolysis 1%, UTI89 phage lysis 0.4%[50 µM] and NTR1 agonist cell count 20 µM 79.

(listing goes on)
For Cc1ccc(S(=O)(=O)N(C)CC(=O)Nc2ccc(C)cn2)cc1 the results were NTR1 agonist -0.3, Rac1 GTP hydrolysis 10%, UTI89 phage lysis 1.8%[50 µM] and NTR1 agonist cell count 20 µM 60.
Screening CCN(CC)CCn1c2c(c(SCC(=O)Nc3cc(C)cc(C)c3)nc1=O)CCC2 returned NTR1 agonist 0.3, Rac1 GTP hydrolysis 3%, UTI89 phage lysis 0.9%[50 µM] and NTR1 agonist cell count 20 µM 59.
`c1ccc(C2=NOC(c3nnc(-c4ccccc4)o3)C2)cc1` (stereo not given) gave NTR1 agonist 0.0, Rac1 GTP hydrolysis 3%, UTI89 phage lysis 2.4% and NTR1 agonist cell count 20 µM 49.
`Cc1cc(=O)oc2cc(NC(=O)CN3C(=O)NC(C)(c4ccccc4)C3=O)ccc12` (stereo not given) gave NTR1 agonist 0.1, Rac1 GTP hydrolysis 1%, UTI89 phage lysis 0.6%[50 µM] and NTR1 agonist cell count 20 µM 58.
`O=C(c1ccc(NS(=O)(=O)c2cccc3cccnc23)cc1)N1CCOCC1` gave NTR1 agonist -0.5, Rac1 GTP hydrolysis -28%, UTI89 phage lysis -0.2% and NTR1 agonist cell count 20 µM 66.
Screening Cc1csc(SCC(=O)Nc2oc(C)c3c(C)n[nH]c(=O)c23)n1 returned NTR1 agonist -0.7, Rac1 GTP hydrolysis 9%, UTI89 phage lysis 1.6%[50 µM] and NTR1 agonist cell count 20 µM 58.
Screening COC(=O)[C@@]1(C)[C@H]2C(=O)N(Cc3ccccc3)C(=O)[C@H]2[C@H]2CN=C(SCc3ccc(C#N)cc3)N21 returned NTR1 agonist 3.1, Rac1 GTP hydrolysis 3%, UTI89 phage lysis 0.2% and NTR1 agonist cell count 20 µM 64.
`COc1ccc(S(=O)(=O)N2CCCCC2)cc1NC(=O)CCNC(=O)c1ccc(Cl)cc1` gave NTR1 agonist -0.7, Rac1 GTP hydrolysis -3%, UTI89 phage lysis -1.5% and NTR1 agonist cell count 20 µM 44.
For NC(=O)C1CCCN(CC(=O)Nc2ccccc2C(=O)NC2CC2)C1 (stereo not given) the results were NTR1 agonist -0.7, Rac1 GTP hydrolysis 6%, UTI89 phage lysis 0.6%[50 µM] and NTR1 agonist cell count 20 µM 56.
Screening Cc1ccsc1C(=O)NCCc1ccco1 returned NTR1 agonist -2.4, Rac1 GTP hydrolysis 8%, UTI89 phage lysis 1.7%[50 µM] and NTR1 agonist cell count 20 µM 58.
O=C(NC1CCCCC1)c1n[nH]c2c1CC(c1ccccc1)CC2 (stereo not given) was read as NTR1 agonist -0.8, Rac1 GTP hydrolysis 4%, UTI89 phage lysis -1.9% and NTR1 agonist cell count 20 µM 90.
Screening COc1ccc(NC(=O)CN(C)C(=O)c2cn(-c3ccccc3)nc2-c2ccc(F)cc2)cc1 returned NTR1 agonist 3.8, Rac1 GTP hydrolysis 4%, UTI89 phage lysis -0.3%[50 µM] and NTR1 agonist cell count 20 µM 87.
CCCCN(C(=O)c1ccc2c(c1)OCO2)C1CCS(=O)(=O)C1 (stereo not given) was read as NTR1 agonist 1.6, Rac1 GTP hydrolysis 15%, UTI89 phage lysis 1.6%[50 µM] and NTR1 agonist cell count 20 µM 57.
Cc1ccccc1C(=O)NNC(=O)c1ccc2nc[nH]c2c1 was read as NTR1 agonist -1.0, Rac1 GTP hydrolysis 3%, UTI89 phage lysis 0.6%[50 µM] and NTR1 agonist cell count 20 µM 62.
CCC(CC)NC(=O)COn1nnc2ccc(S(=O)(=O)N3CCOCC3)cc21 was read as NTR1 agonist -0.3, Rac1 GTP hydrolysis 7%, UTI89 phage lysis 1.6%[50 µM] and NTR1 agonist cell count 20 µM 83.
COc1ccc(C(=O)OCC(=O)c2ccc3[nH]c(=O)[nH]c3c2)c(OC)c1OC was read as NTR1 agonist 0.2, Rac1 GTP hydrolysis 8%, UTI89 phage lysis 0.6%[50 µM] and NTR1 agonist cell count 20 µM 60.
O=C(CN1C(=O)NC2(CCc3ccccc32)C1=O)c1ccc(F)cc1 (stereo not given) was read as NTR1 agonist 1.5, Rac1 GTP hydrolysis -5%, UTI89 phage lysis 1.4%[50 µM] and NTR1 agonist cell count 20 µM 66.
Screening CCCCn1c(N)c(N(CC(C)C)C(=O)c2ccc([N+](=O)[O-])o2)c(=O)[nH]c1=O returned NTR1 agonist -0.5, Rac1 GTP hydrolysis 2%, UTI89 phage lysis -1.2%[50 µM] and NTR1 agonist cell count 20 µM 66.
O=C(COc1ccc2ccc(=O)oc2c1)Nc1ccc2c(c1)OCCO2 was read as NTR1 agonist -2.6, Rac1 GTP hydrolysis 5%, UTI89 phage lysis -0.1% and NTR1 agonist cell count 20 µM 105.
NC(=O)c1ccc(NC(=O)COC(=O)CCN=C2NS(=O)(=O)c3ccccc32)cc1 was read as NTR1 agonist -0.1, Rac1 GTP hydrolysis 3%, UTI89 phage lysis 0.4%[50 µM] and NTR1 agonist cell count 20 µM 59.
Screening O=S(=O)(c1ccc(SCc2ccc(Br)cc2)nc1)N1CCCCC1 returned NTR1 agonist 1.8, Rac1 GTP hydrolysis 5%, UTI89 phage lysis 1.7%[50 µM] and NTR1 agonist cell count 20 µM 35.
CC[C@]12c3[nH]c4cc(CCC(=O)N(C)C)ccc4c3CCN1C(=O)[C@@H](CC(=O)NC(C)(C)C)C[C@@H]2C(=O)N1CCN(C(=O)C2CC2)CC1 was read as NTR1 agonist 0.6, Rac1 GTP hydrolysis 7%, UTI89 phage lysis 0.2% and NTR1 agonist cell count 20 µM 57.
Screening CCSc1ccc([C@@H]2[C@H]3C(=O)N(CC)C(=O)[C@H]3[C@]3(C(=O)OC)CCCCN23)cc1 returned NTR1 agonist -6.6, Rac1 GTP hydrolysis 12%, UTI89 phage lysis 0.7% and NTR1 agonist cell count 20 µM 91.

Three compounds out of the list, ordered by number of heavy atoms, rising:
O=C(CN1C(=O)NC2(CCc3ccccc32)C1=O)c1ccc(F)cc1 (stereo not given) was read as NTR1 agonist 1.5, Rac1 GTP hydrolysis -5%, UTI89 phage lysis 1.4%[50 µM] and NTR1 agonist cell count 20 µM 66.
Screening CCCCn1c(N)c(N(CC(C)C)C(=O)c2ccc([N+](=O)[O-])o2)c(=O)[nH]c1=O returned NTR1 agonist -0.5, Rac1 GTP hydrolysis 2%, UTI89 phage lysis -1.2%[50 µM] and NTR1 agonist cell count 20 µM 66.
CC[C@]12c3[nH]c4cc(CCC(=O)N(C)C)ccc4c3CCN1C(=O)[C@@H](CC(=O)NC(C)(C)C)C[C@@H]2C(=O)N1CCN(C(=O)C2CC2)CC1 was read as NTR1 agonist 0.6, Rac1 GTP hydrolysis 7%, UTI89 phage lysis 0.2% and NTR1 agonist cell count 20 µM 57.
